LMNA splice mod: modulators of lamin A splicing. Potency, µM (series often up to 46.1 µM), without a hit: top-dose ratio change, negative = inhibition, usual class: inhibitors. HeLa LMNA splicing GFP/RFP minigene ratio, 48 h. 0.01% of 200,000 active; active = well fitted inhibition curve with a large enough effect in the signal ratio, with a control signal flat, not every such curve was filed as active; inconclusive = small, poorly fitted or top-dose-only effect, or effect the other way, or a change in a side signal; the % refers to the signal ratio; also: % is scaled to controls: 0 for no effect and ±100 for the full control effect
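S3 HeLa stable clones carrying a lamin A-EGFP splicing minigene plus DsRed2 were seeded at 600 cells/well in Opti-MEM with 2% FBS, pin-dosed and incubated 48 h at 37°C. Acumen cytometry (488 nm) gave the GFP/RFP total-intensity ratio.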
RECQ1 inh: blocks DNA unwinding by human RECQ1; 0.54% of 240,000 active; P46063; AID 2549; RECQ1 DNA unwinding, red fluorescence kinetic read; Potency, µM (series often up to 57.3 µM), inactives show top-dose activity, negative = inhibition, hits mostly inhibitors;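 also: plate controls were vehicle for no effect and no enzyme for full effect; nearly all actives have a fitted effect of over 30% in size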
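RECQ1T1 50 nM; forked duplex (20 bp + 30-nt ss tails) 200 nM, ATP 2 mM final; pH 8.0, 2 mM MgCl2, 2.5 ug/ml poly(dI-dC); 15 min compound preincubation; discontinuous kinetic read over 2 h at RT.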
JMJD2E inh: inhibitors of human JMJD2E histone demethylase. B2RXH2. AID 2147. Potency, µM (doses to about 57.1 µM), inactives show at the highest dose activity change, negative = inhibition, hits mostly inhibitors. JMJD2E catalytic domain, FDH-coupled NADH fluorescence (FDH is formaldehyde dehydrogenase). 1.6% of 230,000 active; active = well fitted inhibition curve with a large enough effect, not every such curve was filed as active; inconclusive = small, poorly fitted or top-dose-only effect, or another doubt; inactive = no such curve, though single readings can be large or run the other way;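 also: 0% = wells with enzyme and -100% = buffer wells without enzyme; nearly all actives have a fitted effect of over 50% in size; many of its hits are not listed in these tables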
SMN2 splice up: enhancers of SMN2 splice variant expression | HEK293 SMN2-luciferase splicing reporter, luminescence, 30-36 h | Potency, µM (doses to about 46.1 µM), for the others: at the top dose activity change, positive = activation, usual class: activators | 2.8% of 210,000 active; also: % of control where 0% means no effect; nearly all actives have a fitted effect of over 55% in size
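qHTS luciferase splicing reporter: luminescence rises when SMN2 exon 7 is included in transfected HEK293 cells. Compound exposure lasted 30-36 h at 37C, with 4.5 mM final sodium butyrate as control, followed by a ONE-Glo read.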
L3MBTL1 inh: L3MBTL1 (human) inhibition. Q9Y468. AlphaScreen L3MBTL1–H3K9me1 peptide binding. Potency, µM (highest dose often 57.1 µM), for inactives: top-dose activity, negative = inhibition, usual class: inhibitors. 0.66% of 230,000 active. AID 485360; also: % is scaled to controls: 0 for no effect and ±100 for the full control effect; nearly all actives have a fitted effect of over 60% in size
Target sequence (Q9Y468 whole entry, looked up): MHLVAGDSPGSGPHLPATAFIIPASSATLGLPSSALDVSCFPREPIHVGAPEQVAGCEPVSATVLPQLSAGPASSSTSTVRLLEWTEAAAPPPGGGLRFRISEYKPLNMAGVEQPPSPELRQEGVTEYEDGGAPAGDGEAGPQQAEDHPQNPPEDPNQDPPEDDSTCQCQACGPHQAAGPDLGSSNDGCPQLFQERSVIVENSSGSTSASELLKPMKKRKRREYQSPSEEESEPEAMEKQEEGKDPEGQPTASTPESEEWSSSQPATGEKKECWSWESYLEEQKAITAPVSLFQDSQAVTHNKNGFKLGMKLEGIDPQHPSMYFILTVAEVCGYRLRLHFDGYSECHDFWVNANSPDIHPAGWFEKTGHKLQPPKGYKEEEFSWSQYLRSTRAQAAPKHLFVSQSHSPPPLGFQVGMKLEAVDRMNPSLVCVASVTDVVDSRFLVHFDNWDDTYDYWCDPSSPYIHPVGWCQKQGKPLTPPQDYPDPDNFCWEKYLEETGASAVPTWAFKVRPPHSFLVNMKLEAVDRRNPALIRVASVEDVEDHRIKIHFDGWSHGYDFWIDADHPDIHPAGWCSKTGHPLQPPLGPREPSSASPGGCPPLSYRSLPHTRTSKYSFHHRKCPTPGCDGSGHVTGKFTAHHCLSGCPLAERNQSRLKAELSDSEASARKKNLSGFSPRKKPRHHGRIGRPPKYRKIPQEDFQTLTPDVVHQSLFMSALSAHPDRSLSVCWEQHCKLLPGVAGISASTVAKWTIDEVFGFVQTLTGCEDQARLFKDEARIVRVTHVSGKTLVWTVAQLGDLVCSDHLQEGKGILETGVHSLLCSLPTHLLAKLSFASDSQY
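Displacement of a biotinylated histone H3(1-15) peptide monomethylated at Lys9 (75 nM) from L3MBTL1 (50 nM) was measured by AlphaScreen after a 30 min room-temperature compound incubation; cefsulodin titration served as intraplate control.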
ALDH1A1 inh: blocks purified human ALDH1A1 activity. P00352. Purified ALDH1A1, NADH fluorescence, propionaldehyde substrate. Potency, µM (series often up to 75.3 µM), for the others: top-dose activity, negative = inhibition, actives largely listed as inhibitors. 7.3% of 220,000 active; active = well fitted inhibition curve with a large enough effect, not every such curve was filed as active; inconclusive = small, poorly fitted or top-dose-only effect, or another doubt; inactive = no such curve, though single readings can be large or run the other way;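 also: plate controls were no enzyme wells and a reference inhibitor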
KinaseGlo FLuc: blocks Kinase-Glo luciferase, a counter-screen artifact. Q27757. AID 1379. Potency, µM (series often up to 38.3 µM), for the others: top-dose activity change, negative = inhibition, hits mostly inhibitors. Kinase-Glo luciferase, ATP luminescence, 8 min. 0.28% of 200,000 active; also: % is scaled to controls: 0 for no effect and ±100 for the full control effect; nearly all actives have a fitted effect of over 60% in size
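Substrate mix (final 50 mM imidazole pH 7.2, 50 mM KCl, 7 mM MgCl2, 10 uM ATP, 0.01% Tween 20, 0.05% BSA) plus pin-tool compound, then Kinase-Glo detection mix; 8 min ambient, luminescence read.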
Tau fibril ThT: blocks human tau fibril formation measured by thioflavin T; recombinant tau K18 P301L (four-repeat tau fragment), heparin-induced fibrillization, ThT fluorescence; Potency, µM (series often up to 57.4 µM), inactives show at the highest dose activity, negative = inhibition, most hits filed as inhibitors; 2.1% of 270,000 active; also: % is scaled to controls: 0 for no effect and ±100 for the full control effect; nearly all actives have a fitted effect of over 55% in size
Target sequence (P10636 561-689 P618L limits assumed): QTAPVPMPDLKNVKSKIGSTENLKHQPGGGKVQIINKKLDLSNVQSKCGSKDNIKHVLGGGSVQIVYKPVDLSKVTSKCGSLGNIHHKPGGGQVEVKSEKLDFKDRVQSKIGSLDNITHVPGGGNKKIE
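Heparin-induced (20 uM) aggregation of recombinant human K18 P301L tau, 15 uM unlabeled with 0.24 uM labeled, pH 7 acetate buffer, 6 hr at 37 C with compound. Fibrils quantified by 30 uM ThT fluorescence after 1 hr ambient incubation.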
An asterisk follows results filed as active; i = inactive; u = inconclusive; x = not tested or not shown; [ ] = remark or other dose. Unless noted, calls follow the shape of the dose curve; as a rule, active = well fitted curve in the direction sought with a large enough effect; inconclusive = small, poorly fitted or top-dose-only effect, or another doubt; inactive = no such curve, though single readings can be large; an effect the other way counts as inactive or inconclusive. Potency is read from the fitted curve at half-maximal effect.

SMILES	LMNA splice mod	RECQ1 inh	JMJD2E inh	SMN2 splice up	L3MBTL1 inh	ALDH1A1 inh	KinaseGlo FLuc	Tau fibril ThT
COC(=O)c1ccc(Cc2ccccc2)o1	-2%	-1%	8%	24%	x	-5%	-3%	-6%
CCCCc1n[nH]c2c1/C(=N/O)CC(C)(C)C2	-11%	3%	1%	-26%	5%	u	-1%	-5%
CN1/C(=C\C(=O)COc2ccc3c(c2)OCO3)C(C)(C)c2ccccc21	u	-18%	u	x	10%[11.4 µM]	-9%	0%	u
COc1ccc(OC)c(Nc2nc(-c3cccc([N+](=O)[O-])c3)nc3ccccc23)c1	17%	1%	8%	-14%	-4%	5%	-6%	1%
CC(=O)NC(Cc1c[nH]c2ccccc12)C(=O)N/N=C/c1ccccc1 (stereo unspecified)	-15%[46 µM]	14%	10%	-8%	x	-1%	0%	-5%
COC(=O)c1cc(C(=O)N(Cc2ccccc2)c2ccccn2)cc([N+](=O)[O-])c1	2%	-6%	8%	2%	-5%	u	-1%	-1%
CCOc1ccc(CCNC(=O)c2cc3ccccn3n2)cc1OCC	u	-1%	-15%	-32%[inhibitor]	x	-6%	-3%	-17%
Cc1cccc(C)c1NC(=O)Nc1ccc(S(N)(=O)=O)cc1	x	2%	2%	3%[9.22 µM]	2%	23%[13.5 µM]	-6%[7.66 µM]	-2%
O=C(Nc1ccccc1Cl)Oc1ccc(Cl)cc1Cl	x	i	-3%	x	6%	9%	x	-6%
COc1cccc(/C=N/NC(=O)CN2C(=O)NC3NC(=O)NC32)c1 (stereo unspecified)	-8%	i	6%	20%	-2%	-4%	2%	1%
Cc1nc2ccc(F)cc2cc1C(=O)NCc1ccco1	-11%	-4%	-3%	-17%	2%	4%	1%	-10%
CC1CCCN(C(=O)c2cc(N3C(=O)C4C5CCC(C5)C4C3=O)ccc2Cl)C1 (stereo unspecified)	x	-2%	-1%	-21%	x	-10%	1%	0%
COc1ccc(/C=C(/NC(=O)c2ccc(C)cc2)c2nc3ccccc3[nH]2)cc1OC	9%	5%	-25%	-8%	1%	1%	-5%	-18%
CCCN=C1NC(=O)C(CC(=O)NCCc2ccccc2)S1 (stereo unspecified)	2%[46 µM]	6%	-8%	2%	u	28µM*	-1%	3%
O=C1CCCC2=C1C(c1cn(-c3ccccc3)nc1-c1cccs1)c1c([nH]c(=O)[nH]c1=O)N2 (stereo unspecified)	-3%	i	u	-5%	-2%	8%	0%	u
CC(C)(C)NCc1cccn1-c1sc2c(c1C#N)CCCC2	4%	-13%	7%	-16%	-3%	-1%	0%	-2%
Cc1ccccc1OCC(=O)N/N=C1\CCOc2c(C)cccc21	2%	-3%	5%	12%	-1%	u	-4%	u
O=C(COC(=O)C1CC(=O)N(c2ccccc2)C1)c1ccccc1 (stereo unspecified)	-11%	-3%	1%	2%	7%	5%	4%	-14%
CCOC(=O)C1(CCCc2ccccc2)CCN(C(=O)C2CCCO2)CC1 (stereo unspecified)	u	i	-38%	-15%	-5%	u	1%	-2%
COc1ccc(CNC(=S)Nc2cc(C)ccc2C)cc1	11%	-2%	7%	34%	x	u	-4%	-17%
CSc1ccccc1-n1nnnc1SCC(=O)NCc1cccs1	-5%	-1%	3%	-4%	10%	16µM*	0%	5%
O=c1[nH]cnc2scc(C3COc4ccccc4O3)c12 (stereo unspecified)	-2%	-6%	-3%	-8%	-4%	2%	-5%	4%
CCCCC(CC)CN1C(=O)/C(=C/c2ccncc2)SC1=S (stereo unspecified)	27%	i	u	-14%	1%	u	-6%	-12%
O=C1c2ccccc2-c2ccc(C(=O)N3CCCCC3)cc21	x	12%	-15%	12%	39%[activator]	u	0%	9%
COc1cccc(NC(=O)CSc2ncnc3c2oc2ccccc23)c1	0%	-1%	-4%	-17%	x	-3%	15%	-13%
CC(C)=CCCC1=CCC(/C(C)=N/NC(N)=O)CC1 (stereo unspecified)	-4%	3%	-17%	x	-7%	u	x	-20%
CCc1ccc(C(=O)CN2CCSC2=N)cc1	u	0%	u	u	-1%	-7%	-5%	u
Cc1nn(C)c(=O)n1-c1ccccc1	18%[46 µM]	-2%	2%	3%	-2%	4%	8%	-2%
COc1ccc2[nH]c(C(=O)O)c(CCC(=O)O)c2c1	1%	1%	u	16%	x	u	2%	4%
O=C(CN1CCN(C(=O)c2cccc(F)c2)CC1)Nc1ccccc1F	15%	-7%	-4%	11%	5%	13µM*	2%	-1%
CCC(c1nnnn1Cc1cccs1)N1CCN(c2nc3ccccc3s2)CC1 (stereo unspecified)	u	-20%	0%	x	2%	u	x	-16%
Cc1ccc(Nc2ncc3c(n2)CC(c2ccco2)CC3=O)c(C)c1 (stereo unspecified)	u	-5%	3%	x	-6%	-5%	x	0%
COCC(=O)N1CCC2(CCN(Cc3ccccc3)CC2)CC1	x	-4%	x	-15%	x	-4%	-2%	x
CCOC(=O)C1=C(N)Oc2cc(O)ccc2C1c1ccc([N+](=O)[O-])cc1 (stereo unspecified)	x	4%	-6%	x	-8%	u	-6%	u
COc1cccc(C(=O)NNC2=CC(=O)CC(C)(C)C2)c1	3%	-1%	1%	5%	1%	0%	-4%	-12%
COC(=O)CSc1nc2cc3c(cc2cc1C)OCO3	7%[46 µM]	i	1%	x	6%	u	-4%	-5%
O=C(O)c1ccc(N2CCCC2=O)cc1	5%	0%	-2%	2%	-5%	u	-4%	13%
Cn1c(=O)oc2cc(S(=O)(=O)Nc3cccc4c3CCCC4)ccc21	u	0%	2%	-23%	5%	u	-1%	-14%
Cn1cccc1/C=N/NC(=O)c1ccc[n+]([O-])c1	18%[46 µM]	-6%	-18%	12%	x	-2%	7%	-4%
COC(=O)N/N=C/c1sc(N2CCCCC2)nc1-c1cccs1	x	-17%	5%	20%	-5%	25µM*	-2%	u
O=C(CCNc1ccc(Cc2ccncc2)cc1)c1ccc([N+](=O)[O-])cc1	u	i	-38%	-11%	u	0.11µM*	0%	10µM*
Cc1cccc(N(CC(=O)NC2CCCCC2)C(=O)CCC(=O)Nc2ccccn2)c1	3%	-6%	6%	-10%	-1%	7%	-4%	-6%
Cc1nc2ccccc2c(=O)n1NC(=O)c1c(O)c2c(n(CC(C)C)c1=O)CCCC2	u	-3%	u	-56%[inhibitor]	-5%	-12%	1%	u
Cc1oncc1C(=O)NC(C)C	-3%	i	-3%	-17%	x	15%	-1%	0%
CC(OC(=O)CCc1nc2ccccc2c(=O)[nH]1)C(=O)NCc1ccc2c(c1)OCO2 (stereo unspecified)	2%	18%	-4%	8%	x	6%	0%	-14%
CCOC(=O)CON1C(=O)c2ccccc2C1=O	0%	-7%	0%	-7%	x	8%	1%	-3%
Cc1cccc(S(=O)(=O)Nc2nc3ccccc3nc2NCc2ccco2)c1	-9%	-1%	u	8%	x	u	5%	u
CNC(=O)COC(=O)/C=C/c1cn(-c2ccccc2)nc1-c1ccc(C)o1	x	-7%	u	x	3%	u	x	-20%
CCCc1cc(=O)[nH]c(N/N=C/C=C\c2ccccc2)n1	0%[46 µM]	i	-2%	-16%	-18%	-3%	4%	-19%
Nc1nc(NCCCN2CCOCC2)nc(Nc2cccc(Cl)c2)c1[N+](=O)[O-]	x	i	6%	x	-12%	x	x	-13%
Cc1ccc(CSCC(=O)N2CCN(c3ccc(F)cc3)CC2)cc1	u	-15%	2%	6%	-9%	-9%	0%	u
O=C(CN1C(=O)NC2(CCSC2)C1=O)NCc1ccccc1 (stereo unspecified)	u	-3%	-12%	3%	-6%	-2%	3%	3%
O=C(NC1CCCC1)C(Cc1ccccc1)n1cccc1 (stereo unspecified)	-11%	-3%	0%	12%	-8%	-10%	0%	-6%
CCCc1ccccc1OCCNC(=O)c1cc(=O)n(C)c(=O)n1C	-19%[46 µM]	1%	0%	0%	x	-7%	-7%	5%
OCCNC(=S)Nc1ccc(Oc2ccccc2)cc1	-4%[46 µM]	i	6%	2%	-5%	-2%	1%	-8%
CCC(NC(=O)c1ccccc1NC(=O)c1ccco1)C(=O)O (stereo unspecified)	-2%	-1%	-6%	x	2%	1%	x	-4%
CC(=O)c1cccc([N+](=O)[O-])c1	x	-1%	x	15%	-3%	28µM*	x	x
O=C(NCC1CCCO1)/C(=C/c1cn(-c2ccccc2)nc1-c1cccnc1)NC(=O)c1ccccc1 (stereo unspecified)	-3%[46 µM]	i	-5%	6%	x	0.56µM*	0%	-4%
COc1cccc(C(=O)Nc2ccc(Oc3cccc(C(F)(F)F)c3)nc2)c1	x	-6%	-3%	x	72%[activator]	-15%	x	-1%
COC(=O)c1ccc2c(=O)n(Cc3ccco3)c(SCC(=O)Nc3ccc(C)c(Cl)c3)nc2c1	15%	-18%	-16%	25%	3%	u	0%	5%
CCOC(=O)Cc1cc(=O)n2[nH]c(-c3ccc(C)cc3)cc2n1	-7%	u	u	-2%	x	u	-2%	u
COC(=O)C1=CN(C2CC2)C=C(C(=O)OC)C1c1ccccc1OC	2%	-16%	u	-12%	9%	u	-2%	1%
Cc1ccc(S(=O)(=O)NCCC(C)C)cc1[N+](=O)[O-]	u	-1%	-5%	-4%	-1%	u	13%	5%

Given with two lines to a compound: entries from further up
Sequence of screens: LMNA splice mod, RECQ1 inh, JMJD2E inh, SMN2 splice up, L3MBTL1 inh, ALDH1A1 inh, KinaseGlo FLuc, Tau fibril ThT
COC(=O)c1ccc(Cc2ccccc2)o1
→ -2%, -1%, 8%, 24%, x, -5%, -3%, -6%
O=C(NC1CCCC1)C(Cc1ccccc1)n1cccc1 (stereo unspecified)
→ -11%, -3%, 0%, 12%, -8%, -10%, 0%, -6%
COC(=O)C1=CN(C2CC2)C=C(C(=O)OC)C1c1ccccc1OC
→ 2%, -16%, u, -12%, 9%, u, -2%, 1%
O=C(NCC1CCCO1)/C(=C/c1cn(-c2ccccc2)nc1-c1cccnc1)NC(=O)c1ccccc1 (stereo unspecified)
→ -3%[46 µM], i, -5%, 6%, x, 0.56µM*, 0%, -4%

Assay outcomes as filed in PubChem BioAssay.

Not all compounds are listed, so the mix of outcomes need not match the whole.
